Source: PubChem BioAssay (several laboratories)
FAS-TE inh – inhibitors of human fatty acid synthase thioesterase domain | recombinant FAS-TE, OMFH fluorogenic substrate, fluorescence endpoint | inhibition, % at 15 µM | 360,000 tested, 0.67% active | AID 602261;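 active = compounds whose normalised, plate-corrected inhibition of enzyme fluorescence in the single-dose primary screen is 50% or more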;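 note: 0% = DMSO with enzyme and 100% = substrate without enzyme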
E coli Lon inh – E. coli protease La inhibition. 360,000 tested, 0.42% active. purified E. coli Lon protease, fluorescence polarization. inhibition, % at 7.94 µM; in the data active = inhibition above about 13%, passing the limit was not always enough;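 note: 0% = enzyme with probe and DMSO and 100% = no enzyme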
Target sequence (P0A9M0 whole entry, looked up): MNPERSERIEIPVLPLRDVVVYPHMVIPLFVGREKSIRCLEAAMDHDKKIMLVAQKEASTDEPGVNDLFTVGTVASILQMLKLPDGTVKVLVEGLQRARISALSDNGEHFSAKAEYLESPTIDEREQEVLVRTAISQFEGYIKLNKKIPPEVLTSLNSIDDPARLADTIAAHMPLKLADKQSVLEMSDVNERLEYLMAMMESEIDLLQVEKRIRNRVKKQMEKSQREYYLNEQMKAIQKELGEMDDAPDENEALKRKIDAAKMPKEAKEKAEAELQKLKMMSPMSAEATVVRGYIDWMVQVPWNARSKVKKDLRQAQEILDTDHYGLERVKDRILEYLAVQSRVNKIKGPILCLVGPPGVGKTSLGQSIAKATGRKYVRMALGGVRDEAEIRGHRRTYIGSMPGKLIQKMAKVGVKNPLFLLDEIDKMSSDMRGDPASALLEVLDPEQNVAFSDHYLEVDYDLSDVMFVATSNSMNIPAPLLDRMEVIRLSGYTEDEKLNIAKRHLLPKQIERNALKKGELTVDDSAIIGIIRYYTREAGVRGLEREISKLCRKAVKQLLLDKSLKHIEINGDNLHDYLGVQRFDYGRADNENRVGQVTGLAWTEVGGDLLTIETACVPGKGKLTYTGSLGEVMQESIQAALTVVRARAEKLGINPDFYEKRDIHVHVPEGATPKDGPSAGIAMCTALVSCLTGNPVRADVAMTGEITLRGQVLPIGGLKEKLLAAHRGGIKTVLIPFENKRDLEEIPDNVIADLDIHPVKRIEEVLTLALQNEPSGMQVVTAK
MT1-MMP act inh – inhibitors of human MT1-MMP activation; HT1080 RFP-PRO-GFP cells, GFP/RFP ratio fluorescence, overnight; percent of plate control window, DMSO zero; GFP/RFP ratio change, % at 20 µM; 360,000 tested, 0.061% active; AID 651647;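 active = GFP/RFP ratio change of at least 30% with cell ATP level not reduced by more than half and red fluorescence within 50% of control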; note: strong numbers were not always called active
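Assay system: RFP-PRO-GFP reporter HT1080 cells; read-out basis: GFP/RFP fluorescence ratio; benchmarks: DMSO wells and RFP-L50D-GFP cells; doses: 20 µM single dose, 1% DMSO; schedule: overnight cell settling, then overnight compound exposure, 37 °C, 5% CO2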
bovine MsrA act – bovine methionine sulfoxide reductase A activation; activation, % at 10.6 µM; 360,000 tested, 0.3% active; purified bovine MsrA, absorbance read-out; in the data active = activation above about 7.5%;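 note: 0% = vehicle and 100% = reference activator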
NRP1-CendR mod – modulators of CendR peptide binding to human neuropilin-1. FAM-RPARPAR peptide binding to NRP-1, fluorescence polarization. inhibition, % at 25 µM. 360,000 tested, 0.85% active. O14786. AID 602438;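 active = inhibition or corrected inhibition above about 18%, plus a signal ratio from 0.5 to 1.5, limit read from the data, passing the limit was not always enough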; note: strong numbers were not always called active
Rin1 Abl inh – blocks binding of human Rin1 to Abl; P00519+Q13671; TR-FRET Rin1/Abl binding, biochemical; 360,000 tested, 0.4% active; inhibition, % at 7.35 µM; AID 588664; in the data active = inhibition above about 5%, passing the limit was not always enough
SKN-1 block – blocks SKN-1 activity in C. elegans; C. elegans VP596 Pgst-4::GFP/RFP ratio, acrylamide-induced, 24 h; inhibition, % at 21.8 µM; 360,000 tested, 0.49% active;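 active = interference check ratio from 0.5 to 1.5 plus GFP to RFP signal ratio inhibition reaching or exceeding a fixed threshold, cut at about 30% in these data, passing the limit was not always enough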; note: some compounds called inactive have numbers as strong as hits
MLLE-PAM2 inh – inhibitors of microRNA-mediated deadenylation, human PABP1 MLLE binding | 360,000 tested, 0.36% active | AID 588489 | inhibition, % at 20 µM | GST-MLLE / FITC-PAM2 fluorescence polarization | P11940; in the data active = inhibition above about 35%, passing the limit was not always enough;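 note: plate controls were DMSO wells with GST-MLLE for no effect and wells lacking GST-MLLE protein for full effect; some results filed as inactive read as strong as hits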
Neddyl block – blocks human cullin neddylation; AID 651699; P61081+Q13564; calls only at 25 µM; TR-FRET cullin neddylation, biochemical; 360,000 tested, 0.58% active; in the data active = inhibition above about 36%
* hit, by the source's call; i = inactive; . = not tested or not shown.

nr	compound	FAS-TE inh	E coli Lon inh	MT1-MMP act inh	bovine MsrA act	NRP1-CendR mod	Rin1 Abl inh	SKN-1 block	MLLE-PAM2 inh	Neddyl block
1	NC(=O)[C@H]1CC2(CC(c3cccc(NC(=O)CC(c4ccccc4)c4ccccc4)c3)=NO2)CN1C(=O)c1ccccc1C(=O)c1ccccc1 (some centres not stated)	75*	1	9	-2	-10	-3	6	-7	i
2	COc1ccccc1Nc1nc(N)nc(CSC(=S)N2CCC(C)CC2)n1	13	3	-2	-2	-17	-2	-5	8	i
3	CCCCn1c(O)c(N=NC(=O)c2ccccc2NS(=O)(=O)c2cccs2)c2ccccc21	-6	-4	-3	-3	-2	2	-5	6	i
4	O=C(NCc1cccnc1)/C(=C\c1ccc(-c2cccc(Cl)c2)o1)S(=O)(=O)c1ccccc1	22	-3	-19	-9	8	0	2	5	i
5	COc1ccc(NC(=O)N2C[C@H]3CON(C)[C@H]3C[C@H]2c2ccc(N3CCCCC3)cc2)cc1	-8	-11	3	-2	-7	6	6	12	i
6	Cc1nc(NC(=O)c2cc3ccccc3o2)sc1C	-3	-4	-1	-7	-8	4	-2	13	i
7	CCN1CCN(C(=O)c2ccccc2NS(=O)(=O)c2ccc(Cl)cc2)CC1	-1	3	-1	-3	-4	3	3	-4	i
8	COc1ccc(C(=O)Nc2ccccc2C(=O)N2CCOCC2)cc1Br	-7	17	-1	-3	13	0	-3	12	i
9	Cc1ccc(S(=O)(=O)NCCCCCC(N)=O)cc1	-4	2	1	-2	3	-2	3	1	i
10	CCn1c(SCc2cccc(C(=O)O)c2)nnc1-c1ccccc1	-2	3	2	1	2	-5	-10	1	i
11	CC1CCCC(NC(=O)c2ccc3c(SCC(=O)O)c4c(nc3c2)CCC4)C1C (configuration not stated)	1	-2	8	-2	-12	-3	8	11	i
12	O=C(OCC(=O)N1CCOCC1)c1ccc(Cl)nc1	-9	-4	-1	3	-2	-2	-3	2	i
13	CCONC(=O)Nc1ccccc1	-10	-5	0	-1	-7	0	5	12	i
14	O=C(Oc1cccc(/C=N/NC(=O)c2ccccn2)c1)c1ccc([N+](=O)[O-])cc1	3	-5	2	-2	4	-1	10	-3	i
15	Cc1cccc(N2C(=O)c3cccc4c(N5CCCCC5)c([N+](=O)[O-])cc(c34)C2=O)c1C	21	-4	1	-2	0	-1	-6	-10	i
16	CN1CCC(NC(=S)Nc2cccc([N+](=O)[O-])c2)CC1	-5	3	2	-3	-15	-1	-2	12	i
17	CN(Cc1ccccc1)CC(O)COc1ccc(CNCc2ccc(Cl)s2)cc1 (configuration not stated)	-1	-4	4	-1	-9	-2	6	10	i
18	CCC(=O)NC(c1ccc(C)cc1)c1cc(Cl)c2cccnc2c1O (configuration not stated)	-2	-10	-11	-3	-1	3	14	-7	i
19	Cc1cccc(C(=O)NCC(=O)NCCCSc2ccccc2)c1	-4	5	0	-4	0	-3	5	0	i
20	Cc1cc(C(=O)NNC(=O)C(C)(C)Oc2ccc(Cl)cc2)c(C)o1	6	-3	1	-7	-3	-1	7	4	i
21	CCOC(=O)CSc1nnc(NC(=O)CCc2ccccc2)s1	-7	3	-3	-6	-3	3	1	6	i
22	Cc1c(-c2ccccc2)oc2c(C(=O)N3CCN(c4ccc([N+](=O)[O-])cc4)CC3)cccc2c1=O	60*	-1	-9	-2	-11	-1	14	-14	i
23	CCCC(=Nc1ccccc1OC)C1=C(O)CC(c2ccccc2)CC1=O (configuration not stated)	18	-9	5	0	11	1	-6	-1	i
24	O=S1(=O)N=C(N2CCN(Cc3ccc4c(c3)OCO4)CC2)c2ccccc21	-5	0	-5	-1	3	-5	6	17	i
25	O=C(O)COc1ccccc1/C=N/NC(=O)c1cc(-c2ccccc2)nc2ccccc12	-5	-8	1	-6	6	0	5	-3	i
26	CCOc1ccccc1NC(=O)CSc1nnc(CCC(=O)Nc2ccccc2F)n1C	-9	-3	0	-4	2	-3	-4	4	i
27	CC(CC(=O)c1ccccc1)=NCCCN=C(C)CC(=O)c1ccccc1	10	-17	0	-4	-6	1	13	-10	i
28	CC(C)C(NC(=O)c1ccco1)C(=O)OCc1cc([N+](=O)[O-])cc2c1OCOC2 (configuration not stated)	20	-1	0	-4	-1	-4	-23	-8	i
29	O=C(c1cc2ccccc2s1)N1CCOCC1	-5	-3	2	-1	4	1	2	-9	i
30	CCCCOC(=O)c1ccc(NC(=O)c2cnccn2)cc1	6	3	4	-6	1	1	-11	-25	i
31	COc1ccc2nc(/C=N/NC(=O)[C@@H]3CCCN3C(=O)OC(C)(C)C)ccc2c1	-3	-2	3	-4	0	1	-2	-1	.
32	COc1ccc(Cn2nnc3c(C)n[nH]c(=O)c32)cc1	-3	7	0	-6	4	-2	6	-14	i
33	COc1ccccc1CN1CCN(C(=O)c2ccco2)CC1	1	-4	2	-13	2	3	9	0	i
34	CC(=O)N1CCc2cc(S(=O)(=O)NCCC(=O)Nc3ccc4c(c3)OCCO4)ccc21	-11	-6	17	-10	3	-1	-21	-10	i
35	Cc1ccc(NS(=O)(=O)c2cc(C(=O)NCCSC3CCCCC3)ccc2C)cc1	24	-3	-28	-6	3	4	3	1	i
36	Oc1ccccc1/C=N/Nc1ncc(Br)cn1	-2	15	-3	-3	-7	-2	3	0	i
37	C[C@H](NC(=O)c1nc[nH]c1C(=O)N[C@@H](Cc1ccccc1)C(=O)OC(C)(C)C)c1ccccc1	17	-13	-9	2	0	2	-8	-11	i
38	CCc1ccccc1NC(=O)C(C)n1nc([N+](=O)[O-])c(Br)c1C (configuration not stated)	10	-10	8	-3	-12	0	5	-13	i
39	CCC1=NN2C(=N)/C(=C/c3c(C)nn(-c4ccccc4)c3Cl)C(=O)N=C2S1	3	2	0	0	-1	-3	6	3	i
40	COc1ccc(CCN(C)C(=O)c2cc(-c3ccccc3)nc3ccc(C)cc23)cc1OC	4	-12	-3	-7	7	0	-4	-3	i
41	CCc1ccc(NC(=S)N(CCN2CCCCC2)Cc2ccco2)cc1	3	1	-1	-2	-6	-2	9	2	i
42	NC(Cc1ccc(Cl)cc1)c1csc(Nc2ccc(C(=O)c3ccccc3)cc2)n1 (configuration not stated)	-41	1	-9	-1	1	-7	-17	-2	.
43	CC(C)NC(=S)N1CCCN(c2ncccc2[N+](=O)[O-])CC1	2	-1	3	-3	0	-2	5	-148	i
44	O=C(CN(c1ccc(F)cc1)S(=O)(=O)c1ccc2c(c1)OCCO2)NCc1ccccc1	7	-9	1	-6	-2	0	7	-10	i
45	O=C(c1ccc2ccccc2n1)N1CCN(S(=O)(=O)c2ccccc2)CC1	-2	-3	-1	-4	8	-1	16	11	i
46	Cc1ccc(C(=O)NCCOc2cccc(C)c2)cc1	4	-15	-5	-9	11	1	9	-2	i
47	COc1ccc(/C=C2\N=C3CCCCCN3C2=O)cc1OC	-3	1	1	0	-3	-5	10	-4	i
48	CCc1ccccc1NC(=S)N(Cc1cccc(C)c1)c1cccnc1	0	3	0	-2	-4	-1	-12	2	i
49	COc1ccccc1-c1sc2ccccc2c1-c1ccc(OCCN2CCCCC2)cc1	20	-2	-7	2	-1	-1	18	8	i
50	O=C(NC1CCOc2ccccc21)c1ccc(Cl)nc1 (configuration not stated)	-7	-7	0	-1	0	2	6	9	i
51	Cc1ccc(N(C)C(=O)c2cnn(-c3ccccc3)c2C)c(C)c1	-2	-9	-2	-4	5	4	-5	12	i
52	O=C(Nc1cccc(S(=O)(=O)N2CCOCC2)c1)c1ccc(N2CCOCC2)c([N+](=O)[O-])c1	18	7	5	-9	7	-8	20	-7	i
53	COc1cc(/C=C2/SC(=Nc3ccc(O)cc3)NC2=O)cc(OC)c1O	2	-132	-126	-14	-31	-5	1	-137	i
54	O=C(COC(=O)c1cc(-c2cccc(Br)c2)nc2ccccc12)NCC1CCCO1 (configuration not stated)	14	-11	-2	-12	-8	-3	8	-4	i
55	Cc1cc(=O)oc2c(C)c(OC(C)C(=O)N3CC[C@@]4(O)CCCC[C@H]4C3)ccc12 (some centres not stated)	2	14	0	-6	6	0	0	5	i
56	COc1cc(C(=O)NCC2CCCO2)cc(OC)c1OC (configuration not stated)	-4	-7	2	-5	4	4	11	-7	i
57	CCOc1ccc(OCC)c(NC(=O)CSc2nc3c(c(=O)n(C)c(=O)n3C)n2CC)c1	6	-4	-2	-1	2	2	5	9	i
58	CCOc1cc(C(=O)OCC(=O)c2c(C)[nH]c3ccccc23)ccc1OCC(=O)N1CCOCC1	1	-2	-8	-1	10	-3	-20	-30	i
59	COc1cccc(NC(=O)c2sc3ncn(CC(=O)N4CCN(c5ccccn5)CC4)c(=O)c3c2C)c1	3	-1	6	4	13	-2	11	8	i

Reformatted with values under each structure: part of the list above.
Values run as follows: FAS-TE inh, E coli Lon inh, MT1-MMP act inh, bovine MsrA act, NRP1-CendR mod, Rin1 Abl inh, SKN-1 block, MLLE-PAM2 inh, Neddyl block
[44] O=C(CN(c1ccc(F)cc1)S(=O)(=O)c1ccc2c(c1)OCCO2)NCc1ccccc1
    7, -9, 1, -6, -2, 0, 7, -10, i
[45] O=C(c1ccc2ccccc2n1)N1CCN(S(=O)(=O)c2ccccc2)CC1
    -2, -3, -1, -4, 8, -1, 16, 11, i
[46] Cc1ccc(C(=O)NCCOc2cccc(C)c2)cc1
    4, -15, -5, -9, 11, 1, 9, -2, i
[47] COc1ccc(/C=C2\N=C3CCCCCN3C2=O)cc1OC
    -3, 1, 1, 0, -3, -5, 10, -4, i
[48] CCc1ccccc1NC(=S)N(Cc1cccc(C)c1)c1cccnc1
    0, 3, 0, -2, -4, -1, -12, 2, i
[49] COc1ccccc1-c1sc2ccccc2c1-c1ccc(OCCN2CCCCC2)cc1
    20, -2, -7, 2, -1, -1, 18, 8, i
[50] O=C(NC1CCOc2ccccc21)c1ccc(Cl)nc1 (configuration not stated)
    -7, -7, 0, -1, 0, 2, 6, 9, i
[51] Cc1ccc(N(C)C(=O)c2cnn(-c3ccccc3)c2C)c(C)c1
    -2, -9, -2, -4, 5, 4, -5, 12, i
[52] O=C(Nc1cccc(S(=O)(=O)N2CCOCC2)c1)c1ccc(N2CCOCC2)c([N+](=O)[O-])c1
    18, 7, 5, -9, 7, -8, 20, -7, i
[53] COc1cc(/C=C2/SC(=Nc3ccc(O)cc3)NC2=O)cc(OC)c1O
    2, -132, -126, -14, -31, -5, 1, -137, i
[54] O=C(COC(=O)c1cc(-c2cccc(Br)c2)nc2ccccc12)NCC1CCCO1 (configuration not stated)
    14, -11, -2, -12, -8, -3, 8, -4, i
[55] Cc1cc(=O)oc2c(C)c(OC(C)C(=O)N3CC[C@@]4(O)CCCC[C@H]4C3)ccc12 (some centres not stated)
    2, 14, 0, -6, 6, 0, 0, 5, i
[56] COc1cc(C(=O)NCC2CCCO2)cc(OC)c1OC (configuration not stated)
    -4, -7, 2, -5, 4, 4, 11, -7, i

Values in list order from the entries so far:
MT1-MMP act inh, entries 6 to 12 → -1, -1, -1, 1, 2, 8, -1
bovine MsrA act, entries 6 to 12 → -7, -3, -3, -2, 1, -2, 3
Rin1 Abl inh, entries 6 to 12 → 4, 3, 0, -2, -5, -3, -2
